# TEAD-YAP inh: TEAD-YAP interaction inhibition | HEK-TIYL cells, TEAD-Gal4/YAP UAS-luciferase luminescence | inhibition, % at 9.12 µM | 640,000 compounds, 1.4% hits; in the data active = inhibition above about 32%;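 note: 0% = median of test compound wells and 100% = reference inhibitor wells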
# GPR151 ag: activators of human GPR151. PathHunter beta-arrestin GPR151 cells, luminescence. AID 1508602. activation, % at 11.2 µM. Q8TDV0. 650,000 compounds, 1% hits; in the data active = activation above about 4.9%;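 note: 0% = median of compound wells and 100% = cells with positive control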
# Target sequence (Q8TDV0 whole entry, looked up): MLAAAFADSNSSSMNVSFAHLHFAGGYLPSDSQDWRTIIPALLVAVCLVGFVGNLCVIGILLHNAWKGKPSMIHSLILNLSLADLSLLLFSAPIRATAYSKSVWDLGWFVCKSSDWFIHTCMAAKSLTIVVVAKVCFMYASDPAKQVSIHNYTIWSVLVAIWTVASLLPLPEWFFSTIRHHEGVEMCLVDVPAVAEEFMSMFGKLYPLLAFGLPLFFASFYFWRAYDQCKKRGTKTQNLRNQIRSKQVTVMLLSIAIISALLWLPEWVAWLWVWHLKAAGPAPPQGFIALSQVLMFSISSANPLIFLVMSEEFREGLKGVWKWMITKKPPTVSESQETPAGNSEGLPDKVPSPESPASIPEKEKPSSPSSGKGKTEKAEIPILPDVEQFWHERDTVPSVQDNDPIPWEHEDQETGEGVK
# FBW7 activator: human FBW7 E3 ligase activation, primary screen. AlphaScreen FBW7–phospho-cyclin E peptide binding, activator screen. 650,000 compounds, 0.13% hits. Q969H0. AID 1259310. normalized activity (activation), % at 26.1 µM; in the data active = normalized activity above about 1.9%;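 note: purified mutant Fbw7 with reduced substrate affinity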
# MITF inh: blocks human microphthalmia-associated transcription factor; O75030; AlphaScreen MITF homodimerization, bead proximity signal; inhibition, % at 2.6 µM; 650,000 compounds, 0.91% hits; in the data active = inhibition above about 50%;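 note: 0% = vehicle wells with protein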
# Target sequence (O75030 whole entry, looked up): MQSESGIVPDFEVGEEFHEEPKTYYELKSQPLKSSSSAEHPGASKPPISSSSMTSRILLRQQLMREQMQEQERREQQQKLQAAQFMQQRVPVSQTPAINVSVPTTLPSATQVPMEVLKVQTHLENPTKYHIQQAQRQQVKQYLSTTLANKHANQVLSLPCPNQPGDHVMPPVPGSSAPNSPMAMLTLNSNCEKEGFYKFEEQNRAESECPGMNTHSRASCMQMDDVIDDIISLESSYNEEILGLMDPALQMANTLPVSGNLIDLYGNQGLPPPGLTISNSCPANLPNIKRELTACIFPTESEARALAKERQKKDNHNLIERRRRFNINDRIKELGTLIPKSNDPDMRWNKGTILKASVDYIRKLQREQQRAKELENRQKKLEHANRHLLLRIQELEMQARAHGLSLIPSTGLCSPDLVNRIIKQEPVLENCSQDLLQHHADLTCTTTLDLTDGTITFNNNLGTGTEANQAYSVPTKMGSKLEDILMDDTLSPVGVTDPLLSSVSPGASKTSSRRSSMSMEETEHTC
# Active calls of the source: *; & = joins results of further samples.
SMILES,TEAD-YAP inh,GPR151 ag,FBW7 activator,MITF inh
CC(C(=O)N1c2ccccc2C(N(C(=O)c2cccc([N+](=O)[O-])c2)c2ccccc2)CC1C)N1C(=O)c2ccccc2C1=O (stereo not drawn),3,-1.0,-0.1,8
O=C(Cc1ccccc1)Nc1nnc(COc2ccc(Cl)cc2Cl)s1,-10,-1.6,0.1,15
CCOc1ccc(NC(=O)Cn2nnc(-c3nc(-c4ccncc4)no3)c2N)cc1,6,0.3,-0.1,5
Cc1sc2ncn(CC(=O)NCC(=O)Nc3ccc(Cl)cn3)c(=O)c2c1C,3,1.4,0.3,2
N#Cc1cc([N+](=O)[O-])ccc1NCCn1c(=S)[nH]c2ccc(F)cc2c1=O,-12,1.7,0.2,8
O=C(O)C1CC(=O)N(c2cccc(Cl)c2Cl)C1 (stereo not drawn),7,-2.2,-0.1,-14
Cc1ncc(CO)c(/C=N\Nc2ccc3ccccc3n2)c1O,-3,-0.1,-0.1,32
CS(=O)(=O)N(CC(=O)Nc1cccc(Cl)c1)c1ccccc1Cl,2,-0.2,-0.1,12
CCc1ccc2c(c1)cc(CN(Cc1ccco1)C(=O)C1CC1)c1nnnn12,11,-1.7,0.7,9
N#C/C(=C\Nc1ccc(F)cc1)c1nc(-c2cc3ccccc3oc2=O)cs1,-23,-0.7,-0.1,-6
O=C1CC2(CCN(C(=O)Cc3cccc4ccccc34)CC2)Oc2ccccc21,2,0.6,0.1,-5
CCCCOC(=O)NC(C(F)(F)F)C(F)(F)F,7,-0.8,0.1,12
O=C(Nc1ccc(F)cc1F)c1cc(-c2ccco2)on1,-42,-0.8,0.0,2
Cc1ccc(CCN2C(=O)C3C(C(=O)Nc4ccc(Cl)c(Cl)c4)C4(C)C=CC3(O4)C2C(=O)NC2CCCCC2)cc1 (stereo not drawn),-8,1.4,-0.2,1
CCC(=O)N1CC(C)C(=O)N(Cc2ccccc2)c2ccccc21 (stereo not drawn),3,-0.9,-0.1,-4
Cc1ncn(-c2ccc(Nc3nccc(-c4cc(C#N)cc(NC5CCN(C)CC5)c4)n3)cc2)n1,17,0.3,0.8,15
CC(=O)c1cccc(S(=O)(=O)N2CCC(C(=O)O)(c3ccccc3)CC2)c1,-10,1.2,0.0,15
CC(/C=N/NC(=O)c1n[nH]c2c1CCCC2)=C\c1ccccc1,-18,-1.6,0.4,16
COc1ccc(N2C(=O)NC(=O)/C(=C/c3ccc(-c4cccc([N+](=O)[O-])c4)o3)C2=O)cc1,-15,0.8,-0.1,-26
COc1ccc(S(=O)(=O)Nc2ccc3c(c2)OCO3)cc1[N+](=O)[O-],0,-0.2,0.0,20
CC(NC(=O)c1cnc2n(c1=O)CCS2)c1ccccc1 (stereo not drawn),4,0.1,0.0,4
O=C(CCC(=O)Nc1ccccc1Cl)NNC(=S)NCc1ccccc1,5,3.8,-0.1,-13
CCCOc1ccc(C2C(C(=O)OCC)=C(C)NC3=C2C(=O)CC(C)(C)C3)cc1OC (stereo not drawn),-11,-0.6,0.2,0
O=C(NCc1cccc(F)c1)N[C@H]1C[C@H]2C(=O)N[C@@H](Cc3ccccc3)C(=O)N2C1,-8,0.0,0.0,-7
CN(C)c1ccc(/C=C(\C#N)c2nc(-c3ccc(-c4ccccc4)cc3)cs2)cc1,-5,0.2,-0.1,9
CCOC(=O)N1CCC(NC(=O)CC2C(=O)NCCN2CCC(C)C)CC1 (stereo not drawn),1,2.2,0.0,-2
Cc1cc(C(=O)Nc2nc3ccccc3s2)ccc1[N+](=O)[O-],-57,-0.4,0.1,-5
COc1ccc2nc(N3CCCC3C(=O)NC(c3ccco3)C(F)(F)F)nc(C)c2c1 (stereo not drawn),-15,1.6,0.3,-13
CCSc1ncc(Cl)c(C(=O)NCCc2ccc(S(N)(=O)=O)cc2)n1,-5,-1.2,0.0,4
O=C(CSc1ccsc1[N+](=O)[O-])Nc1cccc(F)c1,15,0.7,0.7,27

# Three compounds already listed, arranged by number of heavy atoms, high to low:
SMILES,TEAD-YAP inh,GPR151 ag,FBW7 activator,MITF inh
O=C(Cc1ccccc1)Nc1nnc(COc2ccc(Cl)cc2Cl)s1,-10,-1.6,0.1,15
CC(/C=N/NC(=O)c1n[nH]c2c1CCCC2)=C\c1ccccc1,-18,-1.6,0.4,16
O=C(O)C1CC(=O)N(c2cccc(Cl)c2Cl)C1 (stereo not drawn),7,-2.2,-0.1,-14

# New compounds follow.
SMILES,TEAD-YAP inh,GPR151 ag,FBW7 activator,MITF inh
COc1cccc(NS(=O)(=O)c2ccc3c(c2)[C@H]2C=CC[C@H]2[C@@H](c2ccc(C(=O)O)cc2)N3)c1,12,0.5,-0.5,9
CNC(=O)C1CN(Cc2ccc3c(c2)OCO3)CCN1C(=O)c1ccc(F)c(F)c1 (stereo not drawn),-2,7.2*,-0.1,3
Cc1cccc(C)c1NC(=O)c1oc(=O)c2ccccc2c1-c1ccccc1,-7,0.5,0.0,7
COc1ccc(C[C@@H]2NC(=O)[C@H]3CN(C(=O)c4cc(Cl)cc(Cl)c4)CCN3C2=O)cc1,-1,7.4*,0.1,11
CCN1C(=O)c2cccc3c(NC(=O)c4cc([N+](=O)[O-])ccc4Cl)ccc1c23,22,-1.2,-0.1,1
Cc1nnc(SCCCn2c(Br)nc3c2c(=O)[nH]c(=O)n3C)s1,-7,0.5,0.5,10
COc1ccc(CCNC(=O)CSc2nnc3ccccn23)cc1,-10,-1.5,0.8,-2
CCc1ccc(C2C(C#N)=C(N)N(c3ccc(Br)cn3)C3=C2C(=O)CCC3)cc1 (stereo not drawn),-6,0.5,0.1,2
COc1ccc(OC)c(Nc2nc(-c3ccc(OC)c(OC)c3)cs2)c1,1,-0.2,-0.1,10
O=C(NCCN1CCOCC1)Nc1cccc(Cl)c1,3,0.5,-0.1,-13
CC1=C(C(=O)Nc2ccccc2)C(c2ccco2)C(C#N)=C(SCC(=O)Nc2ccc(C)c(Cl)c2)N1 (stereo not drawn),15,1.6,0.1,22
c1ccc(CNc2ccnc3c(-c4ccncc4)cnn23)nc1,-6,1.6,-1.1,-2
COc1ccc(OC)c(NC(=O)CSc2ccccc2C(=O)O)c1,3,0.9,-0.1,8
CN=C(Nc1cc(C)nn1-c1ccccc1)c1ccccc1F,-2,2.1,0.1,-1
Clc1cc(Cl)cc(Nc2ccc(-c3ccncc3)cn2)c1,0,2.1,-0.3,1
Cc1ccc(N2C(=O)c3ccccc3C2=O)cc1Cl,-16,0.8,0.0,-1
O=C(NCc1cccs1)C1=CCN(S(=O)(=O)c2ccc(F)cc2)CC1,1,0.1,0.2,-4
COc1ccc(CCNc2nc(-c3cccc(C(C)=O)c3)nc3nc[nH]c23)cc1,6,-0.7,0.1,8
CC(=O)NNC(=S)NC(=O)c1ccccc1,-13,-0.5,0.0,-2
O=[N+]([O-])c1ccc(-c2nc3c4ccccc4nc(SCc4cccc(F)c4)n3n2)cc1,1,0.6,-0.1,11
Cc1cccc(N=c2c([N+](=O)[O-])nn(-c3ccccc3)n2O)c1,-16,-1.3,-0.1,8
COC(=O)CSC1=C(C#N)C(=O)NC(c2ccccc2O)S1 (stereo not drawn),-5,1.8,0.0,-15
COC(=O)NC(Nc1sc2c(c1C(N)=O)CCC2)(C(F)(F)F)C(F)(F)F,-13,2.6,0.0,1
Cc1ncc([N+](=O)[O-])n1CCOC(=O)Nc1ccc(Cl)c(Cl)c1,0,-0.9,0.5,11
CC(=O)NC(NCC12CC3CC(CC(C3)C1)C2)(C(F)(F)F)C(F)(F)F,-14,0.3,0.0,-3
CSCCCN1CCC(C2(CC(C)C)NC(=O)N(CCc3cccs3)C2=O)CC1 (stereo not drawn),4,-0.7,0.1,-8
COC(C(=O)N1CCCC1c1nnc(SCc2ccccc2)n1C)c1ccccc1 (stereo not drawn),6,0.1,-0.2,1
Cc1ccc(-c2nc3cccnc3o2)cc1NC(=O)c1cccc([N+](=O)[O-])c1C,14,-0.7,0.1,16
CCOC(=O)c1ccc(N2C(=O)c3n[nH]c(C)c3C2c2ccc(O)c(OC)c2)cc1 (stereo not drawn),-29,-0.5,0.1,-24
O=C(c1c(F)cccc1F)N1CCC(O)(c2cccnc2)CC1,-2,2.4,-0.1,-12

# The list goes on, starting with the last 5 of the part before.
SMILES,TEAD-YAP inh,GPR151 ag,FBW7 activator,MITF inh
CSCCCN1CCC(C2(CC(C)C)NC(=O)N(CCc3cccs3)C2=O)CC1 (stereo not drawn),4,-0.7,0.1,-8
COC(C(=O)N1CCCC1c1nnc(SCc2ccccc2)n1C)c1ccccc1 (stereo not drawn),6,0.1,-0.2,1
Cc1ccc(-c2nc3cccnc3o2)cc1NC(=O)c1cccc([N+](=O)[O-])c1C,14,-0.7,0.1,16
CCOC(=O)c1ccc(N2C(=O)c3n[nH]c(C)c3C2c2ccc(O)c(OC)c2)cc1 (stereo not drawn),-29,-0.5,0.1,-24
O=C(c1c(F)cccc1F)N1CCC(O)(c2cccnc2)CC1,-2,2.4,-0.1,-12
COc1cc(CNc2ccccc2SC)ccc1O,-10,0.3,0.1,3
O=C(Nc1nnc(COc2ccc(Cl)cc2)s1)C1CCCCC1,-3,-0.5,0.0,-11
CCOC(=O)c1cc(NC(=O)Nc2cccc(C)c2)c(C)nc1C,-5,-1.3,-0.1,0
CCOC(=O)c1c(NC(C)=O)sc(-c2ccccc2)c1Cc1ccccc1,10,1.1,-0.1,3
CCOC(=O)c1cccc(C(=O)Nc2ccc([N+](=O)[O-])cc2Br)n1,9,0.7,0.2,8
COCCOC(=O)C1=C(C)NC2=C(C(=O)CCC2)C1c1cccc(Cl)c1 (stereo not drawn),5&8,0.2&0.3,0.0&-0.1,-9&-7
CN(CCc1cn[nH]c1)C(=O)CC1C(=O)NCCN1Cc1cccc(Oc2ccccc2)c1 (stereo not drawn),5,0.1,0.1,-1
Cc1ccc2nc(N3CCN(C(=O)CC4(CC(=O)O)CCCC4)CC3)nc(-c3ccccc3)c2c1,-11,-0.2,1.1,-2
Nc1ccccc1N=c1cc(-c2ccc3c(c2)OCO3)oc2ccccc12,-25,0.3,0.0,-2
Cc1ccc(NC(=S)N2CCC(N(C)CC3CCCO3)CC2)cc1 (stereo not drawn),-10,0.9,-0.1,12
CCOc1ccc(C2c3c(-c4ccccc4O)n[nH]c3C(=O)N2CCO)cc1OCC (stereo not drawn),3,0.4,0.0,4
COC(=O)C1=CN(C(C)C)C=C(C(=O)OC)C1c1cc(OC)c(OC)cc1OC,9,0.0,0.1,5
Cc1ccc(NC(=O)CSC2=C(C#N)C(c3ccccc3C(F)(F)F)C3=C(CCCC3=O)N2)cc1C (stereo not drawn),5,-0.4,-0.1,3
Cc1ccc2c(c1)cc(C)c1nn(Cc3ccncc3)c(=O)n12,-2,-0.3,0.6,6
O=C(COC(=O)c1sc2ccccc2c1Cl)Nc1ccc2c(c1)OCCO2,-7,-0.2,-0.1,10
COc1ccc(C(=O)C[n+]2cc(-c3ccccc3)n3c2CCCCC3)cc1OC,-2,-0.4,0.2,11
COc1ccc(Cl)cc1NC(=S)NCc1cc(C)n(C)n1,-1,-0.7,0.1,17
COc1ccc(Cn2c(C(=O)O)c(CNCc3ccc(C)cc3)c3ccccc32)cc1,19,-0.7,0.3,16
O=C(CSc1nnc2sc3ccccc3n12)Nc1ccc(Cl)c(C(F)(F)F)c1,-9,-1.6,0.1,-12
CCOC(=O)C1=CN(Cc2ccc(Cl)cc2)C=C(C(=O)OCC)C1c1ccc(OCC)c(OC)c1,0,1.5,0.4,-3
COc1ccc(Nc2ncc(-c3ccc(CO)cc3)n3ccnc23)cc1,-10,0.0,-0.5,3
NC(=O)C1CCN(C(=S)Nc2ccccc2)CC1,7&-8,0.2&-1.3,-0.1&0.0,-3&14
Cc1ccc(S(=O)(=O)Nc2ccc(S(=O)(=O)Nc3ccccc3C)cc2)cc1,5,0.9,-0.2,14
CC1=C(C(=O)OCc2ccccc2)C(c2cccc(O)c2)C2=C(CC(c3ccccc3)CC2=O)N1 (stereo not drawn),16,0.3,0.2,-5
COc1ccc(-c2nc(-c3ccc(F)cc3)cnc2N)cc1OC,-5,-1.3,-0.1,-10
C/C(=N\NC(=O)c1ccc(CO)nc1)c1ccc(Br)cc1,-4,0.2,0.0,-2
CCOc1cc(CN2CCN(c3ccccn3)CC2)ccc1OC,-6,0.2,0.0,26
COc1ccc(CNC(=O)COc2ccc(F)cc2)cc1,-2,2.3,0.3,18
CC(=O)c1ccc(NC(=S)NNC(=O)c2ccccc2[N+](=O)[O-])cc1,-1,0.7,-0.1,6
Cc1cc(O)c(/C=N/Nc2ccccc2Cl)c(=O)o1,-2,-1.0,0.3,17
COc1cccc(C(=O)NNC(=O)c2ccccc2F)c1,-5,-1.9,0.2,6
Nc1nc(SCCc2ccccc2)nc2sc3c(c12)CCC3,-18,-0.1,0.1,5
O=C(CSc1nnc(NCc2ccccc2)s1)c1ccc(F)c(F)c1,1,-0.1,0.1,-5
Cc1ccc(/C=C/C(=O)NC(C)C)cc1,-45,-1.0,0.1,3
Cc1noc(C)c1COC(=O)c1cc(S(=O)(=O)NC(C)C)ccc1Br,0,-0.6,-0.1,13
CN1C(=O)/C(=C/c2cccc(O)c2)OC1=S,-1,2.1,-0.1,-1
N#C/C(=C(/O)CCl)c1nc(-c2ccccc2)cs1,-16,1.0,0.0,19
CCN(Cc1ccccc1)Cc1ccc(C(=O)NCc2c(C)n[nH]c2C)c(=O)[nH]1,8,-0.3,-0.1,1
COc1ccccc1Nc1nc(C2(C)CC(CC(C)C)C(=O)O2)cs1 (stereo not drawn),55*,-1.3,-0.1,8

# Screening data: PubChem BioAssay, The Scripps Research Institute Molecular Screening Center
